Assay outcomes (PubChem)
mHTT-CaM PPI inh: mutant huntingtin-calmodulin interaction inhibitors – biochemical, AlphaScreen, primary screen; P42858; AlphaScreen His-mHTT/GST-CaM binding, luminescence; inhibition, % at 15 µM; hit rate 3.6% among 190,000; AID 1671202, 2021;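 also: 0% = both proteins with DMSO and 100% = one protein alone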
Pf apPOL block: Pf-apPOL inhibitors, biochemical, fluorescence. Plasmodium falciparum apicoplast DNA polymerase (apPOL). Recombinant Pf-apPOL, molecular beacon fluorescence, 1.5 h. inhibition, % at 10 µM. hit rate 0.25% among 210,000
An asterisk follows results filed as active; . = not tested or not shown; & = joins results of further samples. Rule as the data show it: active = inhibition above about 50%; inactive = the rest.

Each structure is followed by: mHTT-CaM PPI inh, Pf apPOL block
- CC(C)OCC1CC(CCC(=O)Nc2ccc([N+](=O)[O-])cc2)C(=O)O1 (stereo not drawn)
    4, 7
- COc1cc(C=C2C(=O)c3ccccc3C2=O)ccc1OCC(=O)Nc1ccc(Cl)cc1
    -3, 6
- O=C1CSC(c2cccc(Cl)c2Cl)N1c1ccccn1 (stereo not drawn)
    -24, 2
- O=C(Nc1ccccc1C(=O)Nc1ccc(Br)cn1)c1ccccc1Cl
    -3&1, -8&-8
- COc1ccc(C2=CC(c3c(F)cccc3Cl)n3nnnc3N2)cc1 (stereo not drawn)
    7, 1
- Cc1ccc(N2CC(C(=O)NN)CC2=O)cc1 (stereo not drawn)
    -8, -1
- CC(=O)N1CCN(c2nc3c(s2)CC(C(=O)Nc2ccccc2C)CC3)CC1 (stereo not drawn)
    24, 13
- CS(=O)(=O)Nc1cc(C(F)(F)F)ccc1Oc1ccc2c(c1)OCO2
    6, .
- Cc1cc(NC(=O)c2ccccc2[N+](=O)[O-])ccc1Br
    5, -12
- O=C(CCS(=O)(=O)Cc1ccccc1F)NCC1CCCO1 (stereo not drawn)
    -5, -14
- COc1ccc([C@H]2C[C@H](O)[C@@H](n3cc(-c4ccc(F)cc4)nn3)CN2CC2CCCCC2)cc1
    69*, 1
- Cc1cccnc1NCC(O)COc1ccccc1 (stereo not drawn)
    0, -10
- CCn1cc(CN(C)S(=O)(=O)c2cccc([N+](=O)[O-])c2)cn1
    -2, -3
- COc1cccc(-c2cc(C3CCN(C(=O)Nc4ccc(C)cc4)CC3)[nH]n2)c1
    18, -3
- N#CC1=C(Nc2ccc(Br)cc2)CCC1
    1, -4
- CCOC(CNC(=O)Cn1c(=O)oc2ccccc21)OCC
    -6, 13
- COc1ccc(-c2nc3nc(C)cc(C)n3n2)cc1
    -9, -3
- Cc1cc(-c2nn(C)c(=O)c3ccccc23)cc(C)c1OCC(=O)NNC(=O)Nc1ccccc1
    ., 0
- O=C(c1ccc(C(=O)n2nnc3ccccc32)cc1)n1nnc2ccccc21
    3, 1
- COc1ccc(C(=O)N2CCN(c3nc(CN4CCCCC4)cs3)CC2)c(OC)c1
    8, 0

Three entries out of the list, sorted by count of non-hydrogen atoms, low to high.
Each structure is followed by: mHTT-CaM PPI inh, Pf apPOL block
- N#CC1=C(Nc2ccc(Br)cc2)CCC1
    1, -4
- Cc1cc(NC(=O)c2ccccc2[N+](=O)[O-])ccc1Br
    5, -12
- CC(C)OCC1CC(CCC(=O)Nc2ccc([N+](=O)[O-])cc2)C(=O)O1 (stereo not drawn)
    4, 7

Continued.
Each structure is followed by: mHTT-CaM PPI inh, Pf apPOL block
- COc1ccc(C2Cn3cnc(-c4nc(-c5ccc(SC)cc5)no4)c3CO2)cc1 (stereo not drawn)
    4, 2
- O=C(C1=CN(c2ccccc2)c2cc(F)ccc2S1(=O)=O)N1CCOCC1
    -3, -1
- CC(=O)Nc1ccccc1Nc1ccccc1
    1, -13
- CCOc1ccc(Nc2nc(SC)nc3c2CCC3)cc1
    14, 4
- CS(=O)(=O)N1CCN(C(=O)Cc2csc(NC(=O)C3CCCC3)n2)CC1
    -2, -6
- NC(=O)c1cc([N+](=O)[O-])ccc1N1CCCCCC1
    -5, -1
- COc1ccc(N(CC(=O)Nc2ccc(F)cc2F)S(=O)(=O)c2ccccc2)c(OC)c1
    0, -6
- Cc1ccc(CCNC(=O)C2CCCN(S(=O)(=O)N3CCCC3)C2)cc1 (stereo not drawn)
    -3, -21
- COc1ccc(-c2noc(-c3ccc(=O)n(CC(=O)NCc4ccco4)c3)n2)cc1
    -7, 12
- O=C(CSc1ccc(Cl)cc1)NCc1ccccn1
    -4, 1
- CC(C)c1ccc(NC(=O)C(c2ccc3c(c2)OCO3)N2CCC3(CC2)OCCO3)cc1 (stereo not drawn)
    15, -4
- CCC(=O)Nc1c(-c2ccccc2)n[nH]c1C
    0, 2
- O=C1OC(c2cccc(Cl)c2)=N/C1=C/c1cccc([N+](=O)[O-])c1
    10, -8
- COc1ccc(Cl)cc1C(=O)N/C(=C/c1cccc([N+](=O)[O-])c1)C(=O)Nc1cccc(F)c1
    11, 7
- Cc1ccc(-c2n[nH]c3c2CN(C(=O)c2ccncc2)CC3)cc1
    4, -13
- CCN(CC)C(C(=O)Nc1ccc(C(C)C)cc1)c1ccc2c(c1)OCO2 (stereo not drawn)
    -9, -9
- c1ccc(-c2nc(-c3cn(-c4ccccc4)nn3)no2)cc1
    1, 2
- O=C(NC1CCCCC1)c1c[nH]c2ccc(S(=O)(=O)N3CCc4ccccc43)cc2c1=O
    49, -6
- COC(=O)C(C)Oc1ccc2c(c1)OC(=Cc1ccc3c(c1)OCO3)C2=O (stereo not drawn)
    0, -5
- O=S(=O)(NCc1ccc(F)cc1)c1ccc2nc(-c3ccccc3)[nH]c2c1
    3, -6
- COc1ccc(-c2coc3cc(OCCN4CCCCC4)ccc3c2=O)cc1OC
    8, 1
- NNS(=O)(=O)c1ccc(Cl)c(Cl)c1
    ., -2&10
- COc1ccc(-n2c(C)cc(CN)c2C)cc1
    64*, -1
- Cc1cccc(C(=O)N2CCC(c3ccn4ncc(C(=O)N5CCCCC5)c4c3)CC2)c1
    9, 2
- CC(=O)Nc1ccc(C(=O)N2CCc3ccccc32)cc1
    23, -3
- O=C(Nc1ccc(I)cc1)C1CCN(S(=O)(=O)c2ccccc2)CC1
    2, -3
- O=C(Cn1nc(-c2cccc([N+](=O)[O-])c2)ccc1=O)N1CCCc2ccccc21
    -6, -6
- Nc1nccnc1C(=O)Oc1ccccc1
    ., -4
- Cc1ccc(C(=O)N/C(=C/c2ccc3c(c2)OCO3)C(=O)Nc2cccc(F)c2)cc1C
    3, 6
- Cc1ccc(NC(=O)NC2CCN(c3ccccc3)C2=O)cc1C (stereo not drawn)
    -7, -5
- S=C(NCc1ccco1)NCC1CC(c2ccccc2)=NO1 (stereo not drawn)
    ., -10
- CCC1CN(C(=O)Nc2cc(Cl)c(OC)cc2OC)c2ccccc2O1 (stereo not drawn)
    -1, 6
- C[C@H](c1ccccc1)N1C[C@H](COCc2ccccc2)Oc2cc(N3CCC[C@H]3CO)ccc2S1(=O)=O
    -2, -7
- COc1cccc(CN2CCC(C(=O)NC(C)C)CC2)c1O
    -5, 14
- CCOc1cccc2cc(-c3cn4cc(C)ccc4n3)c(=O)oc12
    -1, 1
- Cc1cccc(C)c1N1CCC(C(=O)NCc2ccccn2)C1=O (stereo not drawn)
    3, -7
- Cn1cccc1C(=O)C(C#N)=Cc1cccs1
    ., -5
- Cc1ccccc1CNC(=O)CN1C(=O)C2CCCN2C(=O)c2ccc(F)cc21 (stereo not drawn)
    -5, -11
- Cc1cc(=O)oc2c1c(C)nn2-c1ccccc1
    ., -7&-3
- Cc1ccc(C23CC4CC(CC(O)(C4)C2)C3)cc1N=Cc1ccccc1O
    6, -2
- CCOc1ccc(CCNC(=O)CC2CCN(C(=O)c3ccccc3)CC2)cc1
    4, -4
- COc1cc(NC(=O)COc2ccccc2C)cc([N+](=O)[O-])c1
    2, 2
- C[C@H]1COc2cc(N3CCCC3)ccc2S(=O)(=O)N1C
    -8, -9
- O=S(=O)(Nc1ccc(Cl)cc1)c1ccc(F)cc1
    -6, 1
- Brc1cccc(CN2CCC(N3CCCCCC3)CC2)c1
    -2, 70*
- O=C(c1cc2c(s1)CCC(C(=O)N1CCN(c3ccccc3)CC1)C2)N1CCOCC1 (stereo not drawn)
    -1, -5
- COc1ccc(-c2cc(C(F)(F)F)n3nc(C(=O)NCCCN4CCOCC4)cc3n2)cc1
    4, -9
- Cc1ccc(NC(=O)N2CCCC2c2cc(C)no2)c(Cl)c1 (stereo not drawn)
    -4, -4
- O=C1c2ccc(Oc3ccc([N+](=O)[O-])cc3[N+](=O)[O-])cc2C(=O)N1c1cccc(O)c1
    33, -9
- Cc1noc(-c2cccnc2N2CCCN(C(=O)c3cc(F)cc(F)c3)CC2)n1
    -1, 4
- O=C(Nc1ccc(C(=O)O)cc1)/C(=C/c1ccc2c(c1)OCO2)NC(=O)c1ccco1
    4, 38
- O=C(CCCS(=O)(=O)c1nc(-c2cccs2)cc(C(F)(F)F)n1)ON=C1CCCCC1
    14, 0
- COc1cccc(NC(=O)c2nc(C)n(C3CCN(S(C)(=O)=O)CC3)c2C)c1
    10, -5
- O=C(Cc1ccc(F)cc1)Nc1c2c(nn1-c1ccc(F)cc1)CS(=O)(=O)C2
    10, -5
- Cc1ccccc1-n1nc2c(c1NC(=O)c1ccccc1C(F)(F)F)CSC2
    31, -11
- CCOc1ccc(C(=O)NCCC2CCN(C(=O)NC3CCCCC3)CC2)cc1
    -6, 6
- CCOC(=O)c1cnn2c1nc(Nc1cc(C)ccc1OC)c1ccccc12
    ., 0
- COC(=O)CNC(=O)c1ccccc1
    ., 0
- O=S1(=O)c2ccc(Br)cc2OC[C@@H](Cc2ccccc2)N1Cc1cn(Cc2ccc(F)cc2)nn1
    -13, -4
- O=C(COc1ccccc1)N1CCc2[nH]nc(-c3ccccc3)c2C1
    9, -3

Quoted from the results shown, 6 compounds:
Each structure is followed by: mHTT-CaM PPI inh, Pf apPOL block
- O=C(Cc1ccc(F)cc1)Nc1c2c(nn1-c1ccc(F)cc1)CS(=O)(=O)C2
    10, -5
- Cc1ccccc1-n1nc2c(c1NC(=O)c1ccccc1C(F)(F)F)CSC2
    31, -11
- CCOc1ccc(C(=O)NCCC2CCN(C(=O)NC3CCCCC3)CC2)cc1
    -6, 6
- CCOC(=O)c1cnn2c1nc(Nc1cc(C)ccc1OC)c1ccccc12
    ., 0
- COC(=O)CNC(=O)c1ccccc1
    ., 0
- O=S1(=O)c2ccc(Br)cc2OC[C@@H](Cc2ccccc2)N1Cc1cn(Cc2ccc(F)cc2)nn1
    -13, -4

Continued:
Each structure is followed by: mHTT-CaM PPI inh, Pf apPOL block
- CSc1ccc(CNC(=O)c2ccc3c(=O)nc4c(-c5ccccc5)n[nH]n4c3c2)cc1
    -18, -4
- COC(=O)c1cnc2nc(C)ccc2c1Nc1ccc(Cl)c(F)c1
    44, -2
- COCCNc1nc(SCc2cc(=O)n3cc(Cl)ccc3n2)nc2ccccc12
    8, -6
- COc1ccc(-c2csc(Nc3ccc(Cl)cc3)n2)cc1F
    95*, 5
- COc1ccc(CNC(=O)O[C@@H]2C[C@H]3C[C@@H]2[C@H]2CCCCN2C3)cc1
    12, -3
- COc1nc(N2CC(C)OC(C)C2)nc(N)c1[N+](=O)[O-] (stereo not drawn)
    -6, -4
- Cc1cc(C(=O)N2CCCc3ccccc32)ccc1[N+](=O)[O-]
    4, 0
- Cn1c(CC2CCN(C(=O)c3cccc(C(F)(F)F)c3)C2)nc2cccnc21 (stereo not drawn)
    2, -3
- c1cc(-c2n[nH]c(C3CCCN3)n2)ccn1 (stereo not drawn)
    6, -4
- Cc1ncnc2c1CCC(=O)N2CC1CCCO1 (stereo not drawn)
    -8, 0
- CCOC(=O)N1CCN(C(=O)Cn2cnc3c(cnn3-c3ccc(C)cc3C)c2=O)CC1
    5, 6
- CCn1c(=O)c(C(=O)NC2CC2)nc2cc(C)c(C)cc21
    -2, -6
- Cc1ccc(C)c(NC(=O)N2CCCC2c2ccc(F)cc2)c1 (stereo not drawn)
    -2, -6
- CCn1cc(Cl)c(C(=O)N2CCCCC2c2nncn2C)n1 (stereo not drawn)
    1, -9
- CSc1c(C(N)=O)ccc2c1C(=O)c1ccccc1C2=O
    1, -1
- COc1ccccc1-n1c(SCC(=O)N2CCCC2)nc2c(c1=O)SCC2
    4, -3
- Cc1c(C(=O)NCc2ccncc2)cc(-c2ccccc2)n1-c1ccccc1
    40, 0
- CS(=O)(=O)Nc1cccc(NC(=O)Cc2csc(NC(=O)c3cnccn3)n2)c1
    97*, 20
- CC1=NN(c2cccc(Cl)c2)C(=O)/C1=C/c1ccc(F)cc1
    8, 7
- CCNC(=O)[C@H]1O[C@@H](n2cnc3c(N)nc(NCCc4ccc(CCC(=O)O)cc4)nc32)C(O)[C@H]1O (stereo partly drawn)
    ., -2
- O=C1OC2CC3CC2C1C3C(=O)N1CCc2ccccc21 (stereo not drawn)
    1, -11
- Nc1ccc(C(=O)Nc2ccc(NC(=O)c3ccc(N)cc3)c(Cl)c2)cc1
    2, -14
- CC(Oc1ccc(Cl)cc1Cl)C(=O)NCCn1ncccc1=O (stereo not drawn)
    -11, -6
- O[C@H]1C[C@H](c2ccccc2)N(CC2CCCCC2)C[C@@H]1n1cc(C2CC2)nn1
    93*, -2
- CCOC(=O)c1ccc(NC(=O)Cn2cnc3c(c2=O)CN(Cc2ccccc2)CC3)cc1
    21, -1
- O=C(NCc1ccc(N2CCCCCC2)nc1)c1ccccc1F
    19, -2
- COc1ccc(CCNC(=O)NCC(C)(O)c2cccs2)cc1 (stereo not drawn)
    -11, -5
- Cc1ccc2oc(-c3ccc(NC(=O)c4cccs4)cc3)nc2c1
    0, -16
- O=C1[C@@H]2CSCCS(=O)(=O)N2C(=O)N1c1cccc2ccccc12
    -9, -8
- CC12COC3(C(=O)Nc4nc5ccccc5s4)CC1CCC32C (stereo not drawn)
    -5, -3
- CC(C)COC(=O)Nc1nc(CC(=O)NC2CCCCC2)cs1
    -7, -8
- O=C(O)c1ccc(Oc2ccc(S(=O)(=O)c3ccc(C(=O)O)cc3)cc2)cc1
    -1, 1
- CC(C)CNC(=O)c1nnn(-c2ccc(Cl)cc2)c1-c1cccnc1
    -6, -2
- Cc1cc(C2C(C#N)=C(N)N(c3ccc(Br)cc3F)C3=C2C(=O)CCC3)c(C)s1 (stereo not drawn)
    30, 0
- Cc1cccc(S(=O)(=O)N2CCC(c3nc4cccnc4n3C)C2)c1 (stereo not drawn)
    -1, -4
- O=C(c1ccncc1)N1CCC(c2nncn2Cc2ccccc2)CC1
    -4, -2
- C=CCn1c2ccccc2c2nnc(SCC(=O)Nc3ncccn3)nc21
    1, 3
- CCOc1ccc(-c2csc(Cc3nc(-c4ccccc4)no3)n2)cc1
    -10, -2
- Cc1ccc(-c2c(C(=O)Nc3ccccc3C)oc(=O)c3ccccc23)cc1
    -2, -5
- O=c1cc(O)c2sc3nc4c(c(C(F)F)c3c2[nH]1)CCCC4
    -1, .
